# RmlCD inh mix: inhibitors of RmlC and RmlD coupled enzymes; 110,000 tested, 0.39% active; RmlC/RmlD coupled enzyme inhibition, 384-well mixture HTS; inhibition, % at 5.5 µM; in the data active = inhibition above about 30%, passing the limit was not always enough; also: strong numbers were not always called active
# RT RNaseH block: blocks HIV-1 RNase H cleavage of RNA/DNA duplex; inhibition, % at 10 µM; P04585; 65,000 tested, 1.9% active; RT-RNase H RNA/DNA duplex cleavage, fluorescence; in the data active = inhibition above about 50%
# Starred values were filed as active, the others as inactive; / = no result given. This is a subset; the hit share may differ from the screen's.
# The first 28 compounds, ahead of the listing:
# Order of results – RmlCD inh mix, RT RNaseH block
- CCCC(NS(=O)(=O)c1ccc(C)cc1)C(=O)O (stereo unspecified)
→ -10.5, /
- COc1cc(C(=O)N2CCN(C(=O)COc3ccc4ccccc4c3)CC2)cc(OC)c1OC
→ -14.4, 0.0
- COC(=O)CN1C(=O)C(O)(CC(=O)c2ccc(Cl)cc2)c2ccccc21 (stereo unspecified)
→ 1.0, -2.7
- CCC1SC2=NCCN2C1(O)c1ccc(Cl)cc1 (stereo unspecified)
→ -15.0, -2.9
- CCOc1ccc(-c2nnn(CC(=O)NCc3ccc4c(c3)OCO4)n2)cc1
→ 8.1, /
- c1ccc(Cc2nc(-c3ccccn3)no2)cc1
→ -14.1, -11.6
- C[C@]1(C(=O)NCCN2CCOCC2)C=C[C@@H](Cc2ccccc2)N1C(=O)c1ccccc1
→ 8.6, /
- O=C(O)c1ccc(NC(=O)C2C3CCC(C3)C2C(=O)O)cc1 (stereo unspecified)
→ -6.9, -4.8
- CN1CCN(Cc2ccc(OCc3ccccc3)cc2)CC1
→ 7.1, -5.5
- CC(=O)Nc1ccc(N(C)C)cc1[N+](=O)[O-]
→ 10.1, /
- COc1ccccc1N1CCN(Cc2cccc(OC)c2OC)CC1
→ 19.7, 1.1
- COc1cc2[nH]c(=S)n(CCCN3CCOCC3)c(=O)c2cc1OC
→ 6.3, -1.8
- CC(=O)C[C@H]1c2ccccc2S(=O)(=O)N1C1CCCC1
→ -17.3, /
- O=C(c1cc(-c2ccc(Cl)cc2)n(-c2ccc(Cl)c(Cl)c2)n1)N1CCOCC1
→ -87.9, /
- COc1ccc(N2CCN(C(=O)COc3ccc(Cl)cc3Cl)CC2)cc1
→ 10.6, /
- Cc1cccc(CCNS(=O)(=O)c2ccc3c(c2)n(C)c(=O)c(=O)n3C)c1
→ 8.2, /
- Cn1c(=O)c(C(=O)CCl)c(N)n(Cc2ccccc2)c1=O
→ -11.0, /
- N#Cc1nc(-c2ccccc2)oc1NCc1ccco1
→ -20.6, /
- COc1ccc(-n2c(C)cc(C(=O)COC(=O)Cn3cnc4ccccc43)c2C)cc1
→ -6.1, -10.7
- CCOc1ccc(C(=O)N2CCCC2)cc1
→ 3.0, /
- Cc1cc(C)c2cc3c(N)c(C(=O)N4CCc5ccccc5C4)sc3nc2c1
→ -7.7, /
- CCc1nc(SCC(=O)Nc2nc3c(s2)CCCC3)c2ccccc2n1
→ -180.7, /
- CN1CC(c2ccccn2)C2(SC(=S)N(Cc3ccccc3)C2=O)C12C(=O)Nc1ccccc12 (stereo unspecified)
→ 9.0, /
- O=C(Nc1ccccc1)N(O)c1ccc(Cl)cc1
→ 6.7, 3.6
- COc1ccc(NC(=O)c2nc(C)c(C3(C)CC(c4ccccc4)=NO3)s2)cc1 (stereo unspecified)
→ 7.0, /
- CC(C)(C)C1=Nn2c(nnc2-c2n[nH]c3c2CCC3)SC1
→ -11.5, 52.8*
- O=C1OCc2cc(NC(=O)C3CCCO3)ccc21 (stereo unspecified)
→ 8.3, -2.9
- CCOC(=O)c1cccc(NC(=O)CNC(=O)C2CCCCC2)c1
→ 7.3, 0.2

# The listing, repeating the preview:
# Order of results – RmlCD inh mix, RT RNaseH block
- CCCC(NS(=O)(=O)c1ccc(C)cc1)C(=O)O (stereo unspecified)
→ -10.5, /
- COc1cc(C(=O)N2CCN(C(=O)COc3ccc4ccccc4c3)CC2)cc(OC)c1OC
→ -14.4, 0.0
- COC(=O)CN1C(=O)C(O)(CC(=O)c2ccc(Cl)cc2)c2ccccc21 (stereo unspecified)
→ 1.0, -2.7
- CCC1SC2=NCCN2C1(O)c1ccc(Cl)cc1 (stereo unspecified)
→ -15.0, -2.9
- CCOc1ccc(-c2nnn(CC(=O)NCc3ccc4c(c3)OCO4)n2)cc1
→ 8.1, /
- c1ccc(Cc2nc(-c3ccccn3)no2)cc1
→ -14.1, -11.6
- C[C@]1(C(=O)NCCN2CCOCC2)C=C[C@@H](Cc2ccccc2)N1C(=O)c1ccccc1
→ 8.6, /
- O=C(O)c1ccc(NC(=O)C2C3CCC(C3)C2C(=O)O)cc1 (stereo unspecified)
→ -6.9, -4.8
- CN1CCN(Cc2ccc(OCc3ccccc3)cc2)CC1
→ 7.1, -5.5
- CC(=O)Nc1ccc(N(C)C)cc1[N+](=O)[O-]
→ 10.1, /
- COc1ccccc1N1CCN(Cc2cccc(OC)c2OC)CC1
→ 19.7, 1.1
- COc1cc2[nH]c(=S)n(CCCN3CCOCC3)c(=O)c2cc1OC
→ 6.3, -1.8
- CC(=O)C[C@H]1c2ccccc2S(=O)(=O)N1C1CCCC1
→ -17.3, /
- O=C(c1cc(-c2ccc(Cl)cc2)n(-c2ccc(Cl)c(Cl)c2)n1)N1CCOCC1
→ -87.9, /
- COc1ccc(N2CCN(C(=O)COc3ccc(Cl)cc3Cl)CC2)cc1
→ 10.6, /
- Cc1cccc(CCNS(=O)(=O)c2ccc3c(c2)n(C)c(=O)c(=O)n3C)c1
→ 8.2, /
- Cn1c(=O)c(C(=O)CCl)c(N)n(Cc2ccccc2)c1=O
→ -11.0, /
- N#Cc1nc(-c2ccccc2)oc1NCc1ccco1
→ -20.6, /
- COc1ccc(-n2c(C)cc(C(=O)COC(=O)Cn3cnc4ccccc43)c2C)cc1
→ -6.1, -10.7
- CCOc1ccc(C(=O)N2CCCC2)cc1
→ 3.0, /
- Cc1cc(C)c2cc3c(N)c(C(=O)N4CCc5ccccc5C4)sc3nc2c1
→ -7.7, /
- CCc1nc(SCC(=O)Nc2nc3c(s2)CCCC3)c2ccccc2n1
→ -180.7, /
- CN1CC(c2ccccn2)C2(SC(=S)N(Cc3ccccc3)C2=O)C12C(=O)Nc1ccccc12 (stereo unspecified)
→ 9.0, /
- O=C(Nc1ccccc1)N(O)c1ccc(Cl)cc1
→ 6.7, 3.6
- COc1ccc(NC(=O)c2nc(C)c(C3(C)CC(c4ccccc4)=NO3)s2)cc1 (stereo unspecified)
→ 7.0, /
- CC(C)(C)C1=Nn2c(nnc2-c2n[nH]c3c2CCC3)SC1
→ -11.5, 52.8*
- O=C1OCc2cc(NC(=O)C3CCCO3)ccc21 (stereo unspecified)
→ 8.3, -2.9
- CCOC(=O)c1cccc(NC(=O)CNC(=O)C2CCCCC2)c1
→ 7.3, 0.2
- CC1(C)CC(=O)C(C=NCc2ccccn2)=C(O)C1
→ -11.6, -1.9
- CC1CC(=O)N(CC(=O)Nc2ccc3c(c2)OCO3)c2ccccc2S1 (stereo unspecified)
→ 9.0, -5.5
- COC/C=C/C1=CC2=CC(=O)C(C)(OC(=O)c3cnc4ccccc4n3)C(=O)C2=CN1c1cccc(C#N)c1 (stereo unspecified)
→ -12.2, /
- O=C(Nc1c(C(=O)N2CCCCC2)cnn1-c1ccccc1)c1ccccc1
→ -5.9, -6.3
- CSc1nc(N)nc(SCC(=O)CC(=O)OC(C)C)c1C#N
→ -11.1, -5.7
- CSC(=NC1CCCCC1)NS(=O)(=O)c1ccccc1
→ /, -25.3
- Cc1ccc(S(=O)(=O)N[C@@H](CC(C)C)C(=O)NCc2ccco2)cc1
→ -8.2, -6.8
- COCCNC(=O)Cn1cc(C(=O)c2cccs2)c2ccccc21
→ 13.7, /
- CCc1cc2c(=O)c(-c3nc4ccccc4n3C)c(C)oc2c(CN2CCN(C)CC2)c1O
→ /, -24.1
- COc1ccc(NC(=O)C(=O)N/N=C/c2cccnc2)c(OC)c1
→ -6.3, /
- CCn1c(SCc2nc3ccccc3[nH]2)nnc1-c1ccc(OC)cc1
→ -8.0, /
- CC(=O)/C=C(\C)NCCNc1c(F)c(F)c(CO)c(F)c1F
→ 1.0, 3.4
- COc1cccc(CN(CC2CCCO2)S(=O)(=O)c2ccc(S(=O)(=O)N(C)C)cc2)c1 (stereo unspecified)
→ 14.3, /
- COc1cccc(CNC(=O)C2CCCN(c3nn4c(=O)cc(C)nc4s3)C2)c1 (stereo unspecified)
→ -8.7, -7.7
- C=CCN1CCN(C(c2ccccc2)c2nnnn2CCC(C)C)CC1 (stereo unspecified)
→ -13.7, 18.2
- COC(=O)[C@@H]1C[C@H]2CC[C@H](O)C[C@H]2N1Cc1ccc(N2CCN(C)CC2)cc1
→ -57.0, /
- CCOc1cc(C2CC(=O)NC3=C2C(=O)C(C(=O)OC)C(C)C3)cc(Br)c1O (stereo unspecified)
→ -4.0, -6.7
- CCCCCCCCCCCCN1[C@@H](CC(=O)OC)c2cc(C(F)(F)F)ccc2S1(=O)=O
→ 10.4, /
- CN(C)C(=O)c1ccccc1-c1ccccc1
→ 14.0, -4.3
- COc1ccc(-c2[nH]c(-c3ccc(C(=O)O)cc3)nc2-c2ccccc2)cc1
→ -20.8, /
- O=C(Nc1cccnc1)C1(c2ccccc2)CCCC1
→ -7.7, -19.3
- CCCCn1c(NCc2ccccn2)nc2ccccc21
→ -16.8, 6.5
- Cc1ccc(NC(=O)C2CC(=O)OC23CCOC(C)(C)C3)cc1 (stereo unspecified)
→ 0.1, /
- COC(=O)COC(=O)c1ccc(O)cc1
→ -11.9, -6.7
- CC(=O)c1cnc2cc(-c3ccc(C)cc3)nn2c1C
→ 4.4, /
- Cc1cc(C(=O)OCC(=O)N2CCOCC2)c2ccccc2n1
→ 3.2, -22.6
- N#CC1=C2SCC(O)(c3ccccc3)N2C(=O)CC1c1cccs1 (stereo unspecified)
→ 14.3, -5.8
- CCn1c(=O)n(CC(=O)N2CC(C)CC(C)C2)c(=O)c2ccccc21 (stereo unspecified)
→ 13.6, /
- COC(=O)Cn1c(=NC(=O)CSC(C)=O)sc2ccccc21
→ -7.4, -5.2
- Cc1ccc(C)c(NC(=O)C2CC(Cl)=CCC2C(=O)O)c1 (stereo unspecified)
→ -9.0, -15.1
- CCN1C(=O)c2cccc3cccc1c23
→ -32.3, 25.7
- Cc1ccc2oc(C(=O)Nc3nnc(C)s3)c(C)c2c1
→ 76.4, /

# Carrying on.
# Order of results – RmlCD inh mix, RT RNaseH block
- O=C(CSc1nnc(CN2CCOCC2)n1-c1ccc(Cl)cc1)Nc1cc(Cl)ccc1O
→ 6.2, 6.0
- COc1ccc(/C=N/n2cnc3c([nH]c4ccc(Br)cc43)c2=O)cc1CN1CCOCC1
→ 5.1, /
- COc1ccc(C(=O)Nc2ncc3c(n2)CC(c2ccco2)CC3=O)cc1 (stereo unspecified)
→ -3.5, 7.9
- CC(C)c1ccc2oc(-c3ccc(NC(=O)c4ncn[nH]4)cc3)nc2c1
→ 11.0, 74.0*
- COC(=O)c1ccc(CSc2nnc(Nc3ccccc3OC)s2)o1
→ -16.6, -30.4
- CCOC(=O)N1CCN(CC(O)COc2ccccc2C(C)CC)CC1 (stereo unspecified)
→ -6.0, -9.5
- COc1cccc(-n2c(-c3ccoc3)nc3ccccc3c2=O)c1
→ 10.2, /
- Fc1ccc(CSc2nncn2NC/C=C/c2ccccc2)cc1
→ -6.0, /
- COc1ccc(N2CCN(C(=O)CN(c3cccc(Br)c3)S(C)(=O)=O)CC2)cc1
→ 8.6, -18.8
- N#Cc1cc(N)ccc1Sc1ccccc1
→ -3.2, /
- CCCc1ccc(S(=O)(=O)NCCc2ccncc2)cc1
→ 4.3, -9.3
- Oc1cccc2cc3cccc(O)c3c(O)c12
→ 6.3, /
- CCn1c(CCC(=O)Nc2cc(F)ccc2C)nc2cc(S(=O)(=O)N(C)C)ccc21
→ -7.2, 10.4
- CCCc1cc(C(F)(F)F)c(C#N)c(=O)[nH]1
→ 17.7, /

# Screening data (PubChem)
